Bioassay records (PubChem)
XIAP antagonists – XIAP antagonists, biochemical, IAP family, fluorescence polarization (AID 1018); 0.007% of 200,000 active; E3 ubiquitin-protein ligase XIAP (Homo sapiens); XIAP BIR domain, fluorescence polarization peptide displacement; higher % means a stronger effect; one-dose displacement, % at 20 µM; IC50 in µM for titrated hits; in the data active = displacement above about 50%; note: a part of the inactive calls stands beside numbers as strong as those of hits
Hep lipid drop – inhibitors of hepatocyte lipid droplet formation, primary screen, imaging, high-throughput imaging, BODIPY stain. AML12 mouse hepatocytes, oleate lipid droplets. inhibition, % at 6.5 µM. 0.4% of 240,000 active. AID 1656, 2009;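 active = lipid droplet intensity inhibited by at least 50%, with more than 500 cells counted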
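Technique: fluorescence imaging, 20x objective, two fields per well / Assay system: AML12 hepatocytes (mouse) / Measure: % inhibition of lipid droplet signal / Doses: 6.5 µM single-point dosing / Incubation: overnight exposure / Reagent: 100 µM oleic acid challenge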
Siah-1 displacement – Siah-1 peptide-binding antagonists, primary screen, biochemical, fluorescence polarization, rhodamine-plectin, uHTS (AID 1817); Siah-1 / rhodamine-plectin peptide fluorescence polarization; higher % means a stronger effect; displacement, % at 20 µM, or IC50 in µM where a hit was titrated; E3 ubiquitin-protein ligase SIAH1 (Homo sapiens); 0.02% of 290,000 active;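 active = displacement of at least 50% at 20 µM, with a fluorescence ratio check between 0.3 and a set limit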;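 note: plate controls were Siah plus tracer with DMSO for no effect and tracer alone without Siah for full effect; strong numbers were not always called active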
LYP phosphatase – inhibitors of LYP phosphatase, biochemical, fluorescence intensity, uHTS (AID 1779); recombinant LYP phosphatase, fluorescence intensity; higher % means a stronger effect; inhibition, % at 11.5 µM, or IC50 in µM where a hit was titrated; 0.054% of 290,000 active;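 note: plate controls were vehicle with enzyme for no effect and no enzyme for full effect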
AID2073 – inhibitors of Mint1-CaV2.2 protein interaction, biochemical, HTRF (AID 2073); HTRF protein-protein interaction, Mint1-CaV2.2; higher % means a stronger effect; Voltage-dependent N-type calcium channel subunit alpha-1B (Homo sapiens); 0.19% of 290,000 active; inhibition, % at 20 µM; hits with a dose series show IC50 in µM; in the data active = inhibition mostly above about 51%, no sharp cut-off; note: some results filed as inactive read as strong as hits
NOD2 inhibition – NOD2 signaling inhibitors, cell-based, luminescence, uHTS, HEK293 (AID 1566); HEK293 NOD2/NF-kB luciferase reporter, luminescence; higher % means a stronger effect; 0.63% of 290,000 active; inhibition, % at 4 µM, or EC50 in µM where a hit was titrated; note: many of its hits are not listed in these tables
P. falciparum M1AAP – P. falciparum M1AAP inhibitors, biochemical, fluorogenic H-Leu-NHMec substrate, 1536-well (AID 1445) | Aminopeptidase N (Plasmodium falciparum (isolate 3D7)) | recombinant M1AAP, H-Leu-NHMec fluorogenic kinetic assay; higher % means a stronger effect | inhibition, % at 30 µM; hits with a dose series show IC50 in µM | 0.42% of 220,000 active;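 active = primary inhibition above the hit cutoff, then over 50% inhibition at one or more dose response concentrations, cut at about 23% in these data, passing the limit was not always enough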;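 note: plate controls were DMSO full reaction for no effect and no enzyme background for full effect; strong numbers were not always called active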
M17LAP inhibition – P. falciparum M17LAP inhibitors, primary screen, biochemical, fluorogenic H-Leu-NHMec substrate, 1536-well (AID 1619); 0.38% of 220,000 active; Leucine aminopeptidase (Plasmodium falciparum (isolate 3D7)); inhibition, % at 30 µM; hits with a dose series show IC50 in µM; recombinant M17LAP, H-Leu-NHMec fluorogenic kinetic assay; higher % means a stronger effect;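 active = compound inhibiting the enzyme by more than half at any dose during confirmatory dose-response retesting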;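 note: plate controls were full reaction with DMSO carrier for no effect and no enzyme background for full effect; strong numbers were not always called active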
CSM14.1 death rescue – rescue of cells from ER stress-induced death, primary screen, 384-well, CSM14.1, thapsigargin, ATP luminescence (AID 1222) | CSM14.1 thapsigargin-induced death rescue, ATP luminescence; higher % means a stronger effect | cellular ATP content (survival), % at 20 µM; hits with a dose series show EC50 in µM | 190,000 tested, under 10 active;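 active = EC50 below 50 µM in the dose-response confirmation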;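 note: death triggered by thapsigargin at about 15 µM added after 2 h compound pretreatment; cell ATP read after overnight thapsigargin exposure of roughly 18 to 22 hours; normalized against plate controls of thapsigargin alone and 5% DMSO vehicle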
Hep lipid drop cells 6.5 µM – second read-out of Hep lipid drop, no call of its own (marks repeat the call); cell count; measured here: cell count, cytotoxicity flag;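 cells counted across two imaged fields per well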
Starred values were filed as active, the others as inactive; x = not tested or not shown. Cut-off read from the data, not from the text of the source, unless noted: active = inhibition above about 50%; inactive = the rest. These rows are one share of the data, so the mix of outcomes need not match the whole.

smiles	XIAP antagonists	P. falciparum M1AAP	Hep lipid drop	Hep lipid drop cells 6.5 µM	AID2073	NOD2 inhibition	CSM14.1 death rescue	LYP phosphatase	M17LAP inhibition	Siah-1 displacement
O=C(NCCNC(=O)c1cc(OCC(F)(F)F)ccc1OCC(F)(F)F)Nc1ccc(Cl)cc1	-7.7%	8%	x	x	3%	-19%	2.6%	4%	4%	-2%
CC(C)OCCCNC(=O)c1ccncc1	-8.9%	1%	x	x	5%	9%	-2.0%	-3%	-6%	0%
Cc1cc(/C=C2\SC(=Nc3ccc(N4CCOCC4)cc3)N(C)C2=O)c(C)n1-c1cccnc1	-6.2%	9%	1	684	10%	-29%	0.1%	2%	-7%	3%
Cc1cc(O)ccc1NC(=O)CCN1C(=O)c2ccc([N+](=O)[O-])cc2C1=O	-4.7%	0%	-9	660	-4%	16%	0.0%	-3%	2%	-7%
CCNC(=O)Nc1ccc(S(=O)(=O)Nc2cnc(C)nc2C)cc1	x	x	0	834	-7%	4%	x	-6%	x	1%
Cc1ccc(NC(=O)CSc2nnc(NC(=O)c3ccc(S(=O)(=O)N4CCOCC4)cc3)s2)cc1	-1.0%	0%	-48	491	10%	-23%	-5.0%	-8%	7%	5%
Cc1ccc2[nH]c3c(c2c1)CCCC3NCCO (stereo not drawn)	x	x	-7	754	0%	-11%	x	-9%	x	4%
CC(C)(C)Nc1nc(Cl)nc(NCc2ccccc2)n1	x	7%	2	695	-6%	-17%	x	-4%	11%	3%
C#CCOC(=O)Nc1ccc(=O)n(Cc2c(Cl)cccc2Cl)c1	-5.2%	12%	x	x	29%	2%	-2.5%	-11%	3%	-2%
O=C(CCNC(=O)C1CCN(S(=O)(=O)c2ccccc2)CC1)NCc1ccncc1	x	x	-2	670	-2%	-6%	x	-7%	x	12%
CSc1ccccc1NC(=O)CN(C)C(=O)CCc1c[nH]c2ccccc12	x	x	24	865	20%	10%	x	-5%	x	8%
CCn1cc(C(=O)N2CCN(c3ccc(OC)cc3)CC2)c(=O)c2cc(S(=O)(=O)N3CCOCC3)ccc21	x	x	-24	762	-8%	12%	x	4%	x	-3%
NC(=O)C1CCN(C(=O)CN2CCc3ccccc32)CC1	-2.1%	-1%	-8	718	-4%	-1%	-1.3%	-4%	11%	4%
O=C(O)c1ccc(Cn2cc(Cl)cn2)cc1	-8.5%	-3%	16	728	42%	12%	6.2%	-2%	12%	4%
CSc1ccc(/C=N/NC(=O)c2ccc(C)c(C)c2)cc1	-3.3%	1%	-1	737	47%	13%	-1.5%	1%	-17%	-6%

The listing continues:
smiles	XIAP antagonists	P. falciparum M1AAP	Hep lipid drop	Hep lipid drop cells 6.5 µM	AID2073	NOD2 inhibition	CSM14.1 death rescue	LYP phosphatase	M17LAP inhibition	Siah-1 displacement
NCCc1c(C(=O)O)[nH]c2ccc([N+](=O)[O-])cc12	x	3%	-3	663	11%	2%	x	-3%	-3%	-4%
CCOc1c(Br)cc(CNc2ccc(N3CCN(C(C)=O)CC3)cc2)cc1OC	x	7%	-2	659	-26%	7%	x	-4%	4%	0%
O=C1C2=C(SCCS2)C(=O)N1CCCO	-3.1%	-1%	x	x	5%	-6%	-1.9%	-3%	10%	4%
O=C(OCCCc1ccncc1)c1ccc(S(=O)(=O)N2CCOCC2)cc1	0.2%	7%	x	x	-5%	17%	-1.7%	-8%	0%	0%
COc1ccc(CC(=O)NCc2cccs2)cc1OC	-3.3%	3%	34	762	-2%	-3%	3.2%	-1%	3%	6%
O=C(c1cccc(F)c1)N1CCN(c2ccc([N+](=O)[O-])c(N3CCOCC3)c2)CC1	-0.9%	12%	1	681	4%	4%	-1.5%	-5%	8%	6%
Cc1nc(N2CCN(c3ccccn3)CC2)c2c(C)c(C(=O)Nc3ccc(Br)cc3C)sc2n1	x	x	-65	738	43%	14%	x	-4%	x	-1%
Cc1cccnc1NC(=O)CCNC(=O)c1ccc(Cl)cc1	x	x	0	823	3%	-11%	x	-2%	x	4%
Cc1cccc(-c2nc(CS(=O)CC(=O)NCCc3ccc(Cl)cc3)c(C)o2)c1 (stereo not drawn)	x	x	0	716	11%	-28%	x	-12%	x	-5%
Cn1cc([N+](=O)[O-])c(C(=O)Nc2ccc(Br)cn2)n1	-4.3%	-1%	x	x	17%	8%	-6.5%	-5%	8%	-4%
Cc1ccc(C(=O)N[C@H](C(=O)OCc2cc(=O)oc3cc(C)ccc23)C(C)C)cc1	-6.2%	14%	-2	711	-1%	-2%	-2.0%	1%	3%	0%
CCOc1cccc2c1OC1(C)CC2NC(=O)N1c1cccc(Cl)c1 (stereo not drawn)	-6.2%	21%	x	x	-1%	-36%	-1.4%	-2%	6%	-2%
Cc1cc2nc(C3CCN(C(=S)NCC(C)C)CC3)[nH]c2cc1C	-6.2%	-1%	12	693	-10%	8%	-3.4%	-1%	6%	1%
CC(C)C(=O)NNC(=O)CSc1nc(C2CCCCC2)nc2ccccc12	-4.4%	4%	7	659	8%	7%	-1.6%	1%	11%	3%
O=C(Cc1ccccc1)Nc1c(C(=O)N2CCCCCC2)cnn1-c1ccccc1	1.7%	-5%	-3	792	2%	8%	21%	-3%	16%	-4%

Carrying on.
smiles	XIAP antagonists	P. falciparum M1AAP	Hep lipid drop	Hep lipid drop cells 6.5 µM	AID2073	NOD2 inhibition	CSM14.1 death rescue	LYP phosphatase	M17LAP inhibition	Siah-1 displacement
Cc1ccc(C2CC(c3cccs3)=NN2C(=O)CSC2=NCCS2)cc1 (stereo not drawn)	x	x	17	779	6%	-3%	x	-1%	x	2%
COc1ccc(NC(=O)CC2SC(=NCC3CCCO3)NC2=O)cc1 (stereo not drawn)	-5.5%	1%	0	603	1%	5%	-6.3%	-5%	9%	-2%
O=C(CCCc1ccccc1)Nc1ccc(Br)cc1F	x	x	1	781	14%	-22%	x	-9%	x	-4%
Clc1ccc(OCc2nnc3n2CCCCC3)c(Cl)c1	x	-1%	0	719	2%	-16%	x	-8%	-3%	-10%
Cc1ccc2nsnc2c1NC(=O)CCl	-5.5%	5%	-4	725	21%	-12%	1.6%	-2%	-8%	11%
O=S(=O)(c1cnc[nH]1)N1CCN(c2ccccc2)CC1	0.6%	4%	x	x	-4%	6%	-1.5%	-8%	-6%	1%
O=[N+]([O-])c1ccccc1SNc1ccccn1	1.1%	6%	-14	693	-16%	-1%	-0.1%	-4%	-1%	7%
CC(CC(=O)Nc1ccc(F)c([N+](=O)[O-])c1)c1ccccc1 (stereo not drawn)	-0.8%	5%	-12	560	-7%	10%	-1.1%	-6%	5%	8%
Cc1cc(C(=O)N/N=C/c2c(CO)cnc(C)c2O)c2ccccc2n1	x	x	-1	647	16%	-10%	x	-6%	x	8%
O=C(Nc1ccccc1)N1CCN(c2cccc(C(F)(F)F)c2)CC1	-0.3%	4%	31	743	3%	-54%	-4.7%	1%	8%	-2%
CSc1nsc(/C=C/Nc2ccc(Cl)cc2)c1C#N	-3.0%	1%	x	x	1%	-4%	-0.5%	1%	11%	1%
COc1cc(OC)cc(-c2cc3nc(C)c(CCC(=O)NC(C)CCc4ccco4)c(C)n3n2)c1 (stereo not drawn)	0.4%	9%	13	706	-8%	20%	-1.4%	1%	-1%	6%
COC(=O)C(C)NC(=S)N1CCN(c2c(F)cc3c(=O)c(C(=O)O)cn(C4CC4)c3c2OC)CC1C (stereo not drawn)	x	8%	2	711	14%	3%	x	-7%	-26%	-2%
FC(F)(F)c1ccc(/C=N/n2c(COc3ccccc3)n[nH]c2=S)cc1	x	x	10	831	-22%	2%	x	4%	x	4%
O=C(Nc1nc2ccccc2[nH]1)c1ccccc1F	2.4%	7%	x	x	5%	48%	-5.6%	1%	-4%	2%

Further compounds:
smiles	XIAP antagonists	P. falciparum M1AAP	Hep lipid drop	Hep lipid drop cells 6.5 µM	AID2073	NOD2 inhibition	CSM14.1 death rescue	LYP phosphatase	M17LAP inhibition	Siah-1 displacement
Cc1nnc(NC(=O)NC(C)N2C(=O)C3C4C=CC(C4)C3C2=O)s1 (stereo not drawn)	-3.5%	3%	x	x	2%	1%	0.0%	-10%	3%	8%
CCCn1c(C)cc(/C=C(\C#N)C(=O)OCC(=O)Nc2cccc(OC)c2)c1C	-3.3%	11%	-6	627	13%	-36%	-0.2%	-2%	-2%	2%
CC(C)Nc1nc(-c2ccccc2)nc(-n2ccnc2)n1	-3.2%	8%	x	x	-8%	13%	-0.1%	-8%	7%	-2%
COc1ccc(C(=O)C2CCCN(C3Cc4ccccc4C3)C2)cc1OC (stereo not drawn)	-6.9%	5%	7	677	9%	-16%	-0.4%	4%	-4%	0%
CCn1c(SCc2ccc([N+](=O)[O-])cc2)nnc1C(C)NC(=O)c1ccccc1Br (stereo not drawn)	-1.0%	-3%	x	x	-2%	21%	-6.7%	0%	-7%	-1%
COc1ccc(NC(=O)CN2CCN(S(=O)(=O)c3ccc(Cl)cc3)CC2)cc1	-5.3%	3%	13	792	-7%	3%	0.0%	-3%	31%	1%
Cc1ccc(S(=O)(=O)N2CCOCC2)cc1NC(=O)CNCc1ccccn1	x	-8%	1	648	0%	12%	x	-6%	-13%	12%
Cc1ccc(OCc2cc(C(=O)N(C)CCc3ccccn3)no2)cc1C	x	x	-12	661	15%	-11%	x	-9%	x	-3%
CCSc1ccc(/C(N)=N/OC(=O)c2cccs2)cn1	x	x	0	800	-2%	-13%	x	-5%	x	11%
CC(C)c1ccc(/C=C2\SC(N3CCCC3)=NC2=O)cc1	-1.2%	9%	x	x	-12%	6%	-1.0%	3%	9%	13%
CCN(C(=O)COc1ccccc1[N+](=O)[O-])C1CCS(=O)(=O)C1 (stereo not drawn)	-0.1%	2%	11	651	-1%	12%	-6.9%	-8%	20%	-6%
COc1ccc(C2c3ccc4ccccc4c3Oc3ncn4nc(Cc5ccccc5)nc4c32)cc1OC (stereo not drawn)	-7.8%	-2%	29	662	-4%	-5%	-0.8%	-6%	-2%	-2%
CC(OC(=O)c1ccc(NS(=O)(=O)c2ccc3[nH]c(=O)[nH]c3c2)cc1)C(N)=O (stereo not drawn)	x	x	-1	792	7%	2%	x	-4%	x	10%
COc1ccccc1OCC(=O)N(Cc1nc(-c2ccccc2)no1)C(C)C	x	x	-62	771	-6%	2%	x	-4%	x	-2%
CC(C)(C)C1COc2ccccc2N1C(=O)c1cccc(Cl)c1 (stereo not drawn)	x	x	2	726	15%	-5%	x	-6%	x	-3%
